TLR4 MyD88 comp – inhibitors of human TLR4-MyD88 binding; HeLa CL3-4 TLR4/MyD88 BLA complementation, FRET ratio; inhibition, % at 8.4 µM; 200,000 compounds, 0.18% hits; AID 861; in the data active = inhibition above about 25%;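 also: 0% = vehicle and 100% = reference inhibitor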
Target sequence (O00206 whole entry, looked up): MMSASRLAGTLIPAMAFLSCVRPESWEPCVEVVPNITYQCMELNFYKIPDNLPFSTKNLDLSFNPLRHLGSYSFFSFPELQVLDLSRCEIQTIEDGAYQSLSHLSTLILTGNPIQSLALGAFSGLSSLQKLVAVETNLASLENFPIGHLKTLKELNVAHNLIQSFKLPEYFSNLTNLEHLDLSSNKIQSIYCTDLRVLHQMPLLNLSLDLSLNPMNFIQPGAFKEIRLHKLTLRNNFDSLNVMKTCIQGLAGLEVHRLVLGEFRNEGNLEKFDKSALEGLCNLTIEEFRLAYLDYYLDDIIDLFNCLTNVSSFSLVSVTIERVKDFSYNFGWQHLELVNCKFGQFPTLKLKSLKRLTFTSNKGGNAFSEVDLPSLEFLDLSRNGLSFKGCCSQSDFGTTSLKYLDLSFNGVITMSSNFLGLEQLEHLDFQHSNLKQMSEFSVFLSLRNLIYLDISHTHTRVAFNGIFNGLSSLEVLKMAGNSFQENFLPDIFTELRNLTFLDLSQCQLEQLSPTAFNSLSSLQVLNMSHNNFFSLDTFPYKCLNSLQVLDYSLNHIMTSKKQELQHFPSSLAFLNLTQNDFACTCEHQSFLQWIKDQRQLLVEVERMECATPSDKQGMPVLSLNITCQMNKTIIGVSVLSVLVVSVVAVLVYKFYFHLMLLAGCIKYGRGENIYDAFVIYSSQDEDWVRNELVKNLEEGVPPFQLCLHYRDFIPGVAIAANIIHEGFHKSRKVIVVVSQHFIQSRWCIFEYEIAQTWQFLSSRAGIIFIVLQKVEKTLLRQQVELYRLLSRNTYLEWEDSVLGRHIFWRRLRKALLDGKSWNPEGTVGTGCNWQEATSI
Target sequence (Q99836 whole entry, looked up): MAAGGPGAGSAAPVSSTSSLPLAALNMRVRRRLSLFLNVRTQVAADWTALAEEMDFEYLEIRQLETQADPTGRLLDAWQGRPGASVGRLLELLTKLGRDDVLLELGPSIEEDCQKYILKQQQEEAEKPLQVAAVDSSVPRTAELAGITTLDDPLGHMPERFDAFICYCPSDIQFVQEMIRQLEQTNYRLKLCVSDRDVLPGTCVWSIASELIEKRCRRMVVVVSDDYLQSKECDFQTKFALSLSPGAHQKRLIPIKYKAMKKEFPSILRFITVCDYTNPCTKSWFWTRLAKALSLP
STAT3 inh – STAT3 signaling inhibition. U3A cells, IL-6 STAT3-luciferase reporter, luminescence; host cell line lacks STAT1. inhibition, % at 5.5 µM. 190,000 compounds, 0.89% hits;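 active = inhibition above the mean inhibition across all screened compounds plus 3 SD, cut at about 44% in these data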;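 also: 0% = DMSO only wells and 100% = 100 µM nifuroxazide control wells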
STAT1 act – STAT1 signaling activation. NIH 3T3 STAT1-luciferase reporter, IFN-gamma, luminescence; 100% = IFN-gamma alone, no compound. activation (% of control), % at 5.5 µM. 200,000 compounds, 2.6% hits. AID 932;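 active = activation above the screen-wide mean activation plus 3 SD, cut at about 130% in these data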;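 also: raw ratio to IFN-gamma control signal so 100% means no change and 0% no light; values of inactives mirror those of a sister screen read the other way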
Diaphorase inh – inhibits diaphorase or chemically oxidizes, flagging diaphorase assay artifacts; diaphorase resazurin-to-resorufin fluorescence, NADH, 16 min; bacterial (C. kluyveri) enzyme, not human; inhibition, % at 20 µM; 190,000 compounds, 0.69% hits;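 active = primary screen inhibition at 20 µM above a set limit, cut at about 50% in these data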;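 also: plate controls were DMSO with full reaction for no effect and wells lacking NADH for full effect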
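Assay system: diaphorase enzyme from Clostridium kluyveri; Input: enzyme working solution with 0.14 U/mL diaphorase; Timing: 16 min at room temperature; Technique: resorufin fluorescence, excitation 544 nm, emission 590 nm; Benchmarks: positive control minus NADH, DMSO neutral control.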
G6PDH counter – counter-screen for G6PDH assay hits: L. mesenteroides G6PDH inhibition; Purified L. mesenteroides G6PDH, diaphorase/resazurin coupled fluorescence, 45 min; inhibition, % at 5 µM; 200,000 compounds, 0.12% hits; AID 1020; in the data active = inhibition above about 50%
Hsp70 act – transcriptional activators of Hsp70. HeLa Hsp70 promoter luciferase reporter, luminescence; scaled: vehicle 0, proteasome-inhibitor control 100%. activation, % at 10 µM. 200,000 compounds, 0.04% hits. AID 1203;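 active = activation above the mean across all tested compounds plus 3 SD, cutoff set per campaign, cut at about 5.5% in these data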;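 also: 100% = MG132 at 30 µM as the positive control and 0% = DMSO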
APP transl inh – APP translation inhibition; AID 1285; inhibition, % at 2 µM; SH-SY5Y APP 5'UTR-luciferase reporter, luminescence; 190,000 compounds, 0.82% hits;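 active = inhibition above a set limit, derived from the sample mean plus 3 SD, cut at about 45% in these data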; also: values of inactives mirror those of a sister screen read the other way
STAT1 inh – reduces IFN-gamma driven STAT1 reporter signal. NIH 3T3 STAT1-luciferase reporter, luminescence. 200,000 compounds, 0.35% hits. AID 920. inhibition, % at 5.5 µM;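 active = inhibition above a set limit, the mean inhibition across all tested compounds plus 3 SD, cut at about 34% in these data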;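 also: 0% = IFN-gamma with DMSO and 100% = IFN-gamma with 300 µM nifuroxazide; values of inactives mirror those of a sister screen read the other way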
Diaph act CS – diaphorase activation or chemical reduction counter-screen; Diaphorase/resazurin coupled assay, resorufin fluorescence, 16 min; stronger effect = higher value; 1 = vehicle wells, 0 = NADH-free wells; activation factor at 20 µM; 190,000 compounds, 0.005% hits; AID 1229;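 active = diaphorase activity raised at least twofold by the compound at 20 µM; inactive = activation factor below 2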
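Measured by – red resorufin fluorescence at 544/590 nm excitation/emission · Test system – Clostridium kluyveri diaphorase, purified enzyme · Incubation – reaction time 16 min, room temperature · Buffer or medium – 50 mM HEPES pH 7.4 with 4.542 mM MgCl2, 0.005% Tween 20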
STAT3 act – activators of IL-6 induced STAT3 signaling; 190,000 compounds, 0.91% hits; activation (% of control), % at 5.6 µM; AID 871; U3A cells, IL-6 STAT3-luciferase reporter, luminescence; 100% = signal with IL-6 EC80 alone;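 active = activation above the screen-wide mean of compound activation plus 3 SD, cut at about 130% in these data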;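 also: 0% = background luminescence of wells with medium and substrate only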
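Detection: reporter luminescence signal / Assay system: STAT1-lacking human U3A cells, STAT3 luciferase reporter / Incubation: compound pre-incubation 1 h before IL-6, then 6 h stimulation at 37 °C / Control set: IL-6-only high control / Read-out: % activation relative to IL-6 control / Probe or stimulus: Interleukin-6, 33 ng/mL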
* hit, by the source's call.

SMILES	TLR4 MyD88 comp	STAT3 inh	STAT1 act	Diaphorase inh	G6PDH counter	Hsp70 act	APP transl inh	STAT1 inh	Diaph act CS	STAT3 act
Cc1csc(NC(=O)Cc2c[nH]c3ccccc23)n1	1	-34	115	16	3	0.0	-24	-17	0.8	131
COc1ccc(OC)c(N(CC(=O)Nc2cccnc2)S(=O)(=O)c2ccccc2)c1	-1	4	99	0	0	-0.2	-7	1	1	102
CCOC(=O)CN1C(=O)N[C@@H](c2ccc(Br)cc2)C(C(C)=O)=C1C	-8	0	97	2	17	0.0	-4	4	1	97
O=C1CCC(C(=O)OCC(=O)c2c[nH]c3ccccc23)=NN1	8	-18	93	3	-18	-0.1	10	8	1	113
NC(=O)c1ccccc1NC(=O)c1ccccc1F	-9	7	101	12	-2	-0.2	-22	-1	0.9	99
CCn1c(=O)cc(SCC(=O)N2CCN(c3ccccn3)CC2)c2ccccc21	3	19	93	7	-32	0.0	-17	8	0.9	89
CCCc1cc2c(cc1NC(=O)c1ccccc1C)OCO2	-4	2	109	12	4	-0.3	2	-10	0.9	104
COC(=O)C1C(=O)/C(=C/N(C)C)C(=O)CC1(C)C (centres undefined)	3	-2	102	9	3	-0.1	-37	-3	0.9	103
CCCC(C)C(=O)Nc1ccc(NC(C)=O)cc1 (centres undefined)	6	-3	101	13	8	-0.4	0	0	0.9	104
Cc1ccc(C)c(-n2c(-c3csc(C)c3C)n[nH]c2=S)c1	-4	-1	94	31	12	-0.2	-7	6	0.7	105
Cc1cc2cc(C(c3nnnn3C3CCCC3)N(Cc3cccnc3)Cc3ccco3)c(=O)[nH]c2cc1C (centres undefined)	-6	9	102	27	15	-0.1	2	-3	0.7	98
Cc1cc(C)c(C#N)c(SCc2nnc(-c3ccccc3)o2)n1	-5	67*	89	9	-9	-0.4	-44	12	0.9	46
Cc1oc(-c2ccc(-c3ccccc3)cc2)nc1CN1CCN(CC(=O)N(C)C)CC1	6	-29	155*	14	8	0.1	-90	-62	0.9	129
CCN(C(=O)CSc1nc2ccccc2n1CCc1ccccc1)C1CCS(=O)(=O)C1 (centres undefined)	14	15	97	0	13	0.5	16	3	1	91
CC(C)C(NC(=O)OCc1ccccc1)C(=O)NCc1ccc(C(=O)O)cc1 (centres undefined)	-12	2	103	3	3	-0.3	-1	-3	1	97
CC1(C)C2([N+](=O)[O-])CN(CCO)CC1([N+](=O)[O-])CN(CCO)C2	-8	4	100	5	4	-0.1	-6	-2	0.9	99
CC1Cn2c(nnc2-c2cc3ccccc3cc2O)S1 (centres undefined)	0	18	102	23	19	0.1	-6	-2	0.8	87
Cc1nnc(N2CCN(Cc3ccccc3)CC2)[nH]c1=O	-5	-4	101	11	-6	-0.3	-5	-1	0.9	103
COc1ccc(-n2cnc3cc(NCc4ccco4)ccc32)cc1	2	-6	137*	16	2	0.7	-75	-40	0.8	110
CCOc1ccc(Oc2c(/C=N/NC(=O)C3CC3)c(C)nn2-c2ccccc2)cc1	0	4	93	1	-2	-0.3	-10	8	1	100

Ordered by value in TLR4 MyD88 comp (lowest first): 4 from the list above
SMILES	TLR4 MyD88 comp
Cc1cc(C)c(C#N)c(SCc2nnc(-c3ccccc3)o2)n1	-5
CCOc1ccc(Oc2c(/C=N/NC(=O)C3CC3)c(C)nn2-c2ccccc2)cc1	0
CCn1c(=O)cc(SCC(=O)N2CCN(c3ccccn3)CC2)c2ccccc21	3
CCCC(C)C(=O)Nc1ccc(NC(C)=O)cc1 (centres undefined)	6

Part of the list above in order of SMILES length, ascending:
SMILES	TLR4 MyD88 comp	STAT3 inh	STAT1 act	Diaphorase inh	G6PDH counter	Hsp70 act	APP transl inh	STAT1 inh	Diaph act CS	STAT3 act
CCCC(C)C(=O)Nc1ccc(NC(C)=O)cc1 (centres undefined)	6	-3	101	13	8	-0.4	0	0	0.9	104
Cc1csc(NC(=O)Cc2c[nH]c3ccccc23)n1	1	-34	115	16	3	0.0	-24	-17	0.8	131
COc1ccc(-n2cnc3cc(NCc4ccco4)ccc32)cc1	2	-6	137*	16	2	0.7	-75	-40	0.8	110
CCN(C(=O)CSc1nc2ccccc2n1CCc1ccccc1)C1CCS(=O)(=O)C1 (centres undefined)	14	15	97	0	13	0.5	16	3	1	91
CCOc1ccc(Oc2c(/C=N/NC(=O)C3CC3)c(C)nn2-c2ccccc2)cc1	0	4	93	1	-2	-0.3	-10	8	1	100

Additional compounds
SMILES	TLR4 MyD88 comp	STAT3 inh	STAT1 act	Diaphorase inh	G6PDH counter	Hsp70 act	APP transl inh	STAT1 inh	Diaph act CS	STAT3 act
Cc1ccc(C(=O)NCCc2nnc(SCC(=O)Nc3nc(-c4ccccc4)cs3)n2C)cc1	-3	-17	105	-4	2	0.0	-14	-6	1	116
N#Cc1cc2c(nc1SCC(=O)N1CCCCC1)CCCCC2	-11	13	102	10	7	-0.2	-3	-2	0.9	93
CCOC(=O)N1CCN(c2nc3ccccc3nc2C(C#N)C(=O)NCCc2ccccc2)CC1 (centres undefined)	-3	26	91	18	3	-0.3	-7	9	0.8	85
O=C(CN1C(=O)NC2(CCCCCC2)C1=O)N1CCN(S(=O)(=O)c2ccccc2)CC1	3	-6	98	10	6	-0.2	-8	1	0.9	106
O=S(=O)(NCc1ccc(Cl)cc1)c1cnc[nH]1	15	0	103	6	16	0.1	-3	-4	0.9	103
O=C(CCc1nc(-c2ccccc2)no1)NCc1ccco1	-5	9	105	7	2	-0.5	4	-6	0.9	94
CN(c1cccc(NC(=O)c2ccc(C(C)(C)C)cc2)c1)S(C)(=O)=O	-2	11	138*	0	15	0.0	-91	-44	1	94
O=C(CCNS(=O)(=O)c1c(Cl)cccc1Cl)OCC(=O)c1ccccc1F	-6	-3	96	-6	16	0.1	-8	4	1.1	103
COc1ccc(S(=O)(=O)N2CCCC2C(=O)Nn2cnnc2)cc1 (centres undefined)	8	10	96	-4	4	-0.3	6	4	1	97
CCn1c(C(=O)N2CCC(Cc3ccccc3)CC2)cc2sccc21	3	-5	100	10	3	-0.1	-1	0	0.9	107
CCOC(=O)c1c(C)nc2c(c1-c1cc(OC)c(OC)c(OC)c1)C(=O)c1ccccc1-2	9	-17	97	8	-1	0.0	5	3	0.9	111
CC(=O)Nc1ccc2c(c1)CCC2=O	-10	8	106	5	-10	-0.4	11	-6	1	97
N#Cc1c(-c2ccco2)cc(-c2ccc(F)cc2)nc1N	1	-34	100	21	9	0.0	-11	0	0.8	131
CCc1ccc(/C=C(\C)C(=O)c2c(C)cc(C)[nH]c2=O)cc1	1	9	98	5	-1	0.1	18	0	1	101
CCc1nc2ccccc2c(C(=O)OC2CCCCC2=O)c1C (centres undefined)	2	-11	94	10	-1	-0.4	-3	5	0.9	110
C=CCN1C(=O)C(O)(CC(=O)c2ccco2)c2cc(Br)ccc21 (centres undefined)	-3	-9	106	-2	1	0.5	-10	-7	1	110
CC1Cc2ccccc2N1S(=O)(=O)c1cccc(C(=O)NCCCO)c1 (centres undefined)	-8	6	103	3	7	0.1	-6	-3	1	98
CCN(CC)c1ccc(/C=N/NC(=O)c2cnccn2)cc1	5	0	132*	8	2	0.1	74*	-37	0.9	112
O=C(O)C1C2C=CC(C2)C1C(=O)NCc1ccoc1 (centres undefined)	-6	1	95	17	1	-0.2	-11	5	0.8	104
Cc1cc(Br)ccc1NC(=O)CN1C(=O)C2C3CC(c4ccccc4)C(C3)C2C1=O (centres undefined)	4	20	97	26	6	-0.2	5	3	0.7	92
CC(c1ccccc1)C1NC(C(=O)O)CS1 (centres undefined)	5	2	98	-15	2	-0.4	-8	2	1.2	101
CCNc1nc(NC(C)C)nc(N2CC(=O)N(CC(=O)OCC)C2=N)n1	8	14	93	13	0	-0.2	-6	7	0.9	90
O=C(NCc1ccc2c(c1)OCO2)C1CC(=O)N(C2CCCCCC2)C1 (centres undefined)	-4	1	105	3	4	-0.3	-2	-7	1	103
N#C/C(=C(/O)CSc1ncn[nH]1)c1nc2ccccc2[nH]1	0	-47	93	47	12	0.3	11	8	0.5	143*
Cc1cc(C(F)(F)F)n2nc(C)c(-c3ccc(Cl)cc3)c2n1	-9	3	91	4	5	-0.5	6	9	1	98
CCc1ccc(C2C(C#N)=C(N)N(N(C)C)C3=C2C(=O)CCC3)s1 (centres undefined)	-11	-3	105	26	9	-0.7	24	-5	0.7	101
CC(C)CNC(=O)CC(c1ccccc1)c1ccccc1	-3	11	97	3	-3	-0.4	-22	1	1	99
O=C(/C=C/NNC(=O)c1cccc(Br)c1)c1ccccc1	0	6	106	16	2	0.3	-14	-7	0.8	101
CN(C(=O)c1ccccn1)C1(C(=O)NC2CCCCC2)CCCCC1	4	10	102	4	6	0.0	-14	-3	1	95
O=C(COc1ccc2ccccc2c1)Nc1cccc2cccnc12	-6	25	107	21	2	0.0	14	-8	0.8	81
CCOC(=O)C1=C(C)N=C2SC(C)C(=O)N2C1c1ccc(OCC)c(OCC)c1 (centres undefined)	-4	-1	95	14	-13	-0.3	4	6	0.9	103
CCCCn1c(=O)nc2n(-c3ccc(C)cc3)c3ccccc3cc-2c1=O	2	3	86	32	7	-0.2	24	16	0.7	100
Cc1ccc(N=Cc2c(O)ccc3ccccc23)cc1F	-7	-1	105	18	45	-0.3	3	-3	0.8	98
O=C(O)c1ccccc1-c1ccc(/C=C/c2cc(C(F)(F)F)[nH]c(=O)n2)o1	26*	-6	98	46	1	-0.1	-10	-1	0.5	109
COc1ccc(CC(=O)Nc2ccc(-c3cn4ccccc4n3)cc2)cc1OC	0	17	111	-13	7	-0.1	-7	-12	1.1	85

One compound at a time (already shown):
CCc1ccc(C2C(C#N)=C(N)N(N(C)C)C3=C2C(=O)CCC3)s1 (centres undefined) in the list: TLR4 MyD88 comp: -11; STAT3 inh: -3; STAT1 act: 105; Diaphorase inh: 26; G6PDH counter: 9; Hsp70 act: -0.7; APP transl inh: 24; STAT1 inh: -5; Diaph act CS: 0.7; STAT3 act: 101
CCNc1nc(NC(C)C)nc(N2CC(=O)N(CC(=O)OCC)C2=N)n1 in the list: TLR4 MyD88 comp: 8; STAT3 inh: 14; STAT1 act: 93; Diaphorase inh: 13; G6PDH counter: 0; Hsp70 act: -0.2; APP transl inh: -6; STAT1 inh: 7; Diaph act CS: 0.9; STAT3 act: 90

Assay outcomes: PubChem BioAssay, several laboratories

Compounds were not picked by outcome; overall some 6.1% were active at least once.
